Screens (PubChem BioAssay)
EPAC2 ag = EPAC2 (human) agonism; Q8WZA2; EPAC2 activation, biochemical qHTS; response scale: 100% = 6.5 mM cAMP response; Potency, µM (highest dose often 154 µM), for inactives: top-dose activation, usual class: activators; 360,000 tested, 0.079% active; AID 720711; note: potency is the fitted concentration of half-maximal effect; nearly all actives have a fitted effect of over 50% in size
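Nucleotide exchange monitored as fluorescence drop when BODIPY-GDP leaves Rap1B. Reaction: 100 nM EPAC2, 250 nM RAP1B-BODIPY-GDP, 50 uM GDP, room temperature, kinetic read over 30 min. Activity expressed relative to 6.5 mM cAMP.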
MmCpn inh = M. maripaludis TRiC chaperonin inhibition; purified Mm-Cpn ATPase, ADP Transcreener TR-FRET; Potency, µM (highest dose often 76.9 µM), for the others: top-dose activity, negative = inhibition, actives largely listed as inhibitors; 330,000 tested, 0.031% active; note: potency is the fitted concentration of half-maximal effect; % is set by controls: 0 for no effect and ±100 for the full control effect; nearly all actives have a fitted effect of over 80% in size
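ATP (10 uM final) was added to archaeal chaperonin (25 nM final) after 10 min exposure to test compound at 37°C; after 30 min further incubation, ADP was detected by competitive TR-FRET.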
pAkt inh = Akt phosphorylation inhibition; Neuro2A IGF-stimulated pAkt S473 HTRF, 20 min; stronger effect = lower value; activity change, % for hits at 50 µM; 360,000 tested, 0.32% active; in the data active = activity change below about -80%; inconclusive = mostly about -51% to -80%; note: % is set by controls: 0 for no effect and ±100 for the full control effect
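Neuro2A cells in DMEM with 0.5% FBS, overnight at 37 deg C, given compound at single 50 µM final, then IGF (6 nM final) for 20 min at 37 deg C. Lysed; phospho-Akt Ser473 by HTRF after 24 h, 665/615 ratio.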
PTHR1 ag = PTHR1 (human) receptor agonism; HEK293 GP2 PTHR1 cells, GloSensor cAMP luminescence, 1 h; Potency, µM (highest dose often 115 µM), for the others: at the top dose activation, most hits filed as activators; AID 743266; 410,000 tested, 0.075% active; Q03431; note: potency is the fitted concentration of half-maximal effect; nearly all actives have a fitted effect of over 55% in size; some results filed as inactive show a strong effect at the top dose; inactives centre near -15; many of its hits are not listed in these tables
Target sequence (Q03431 whole entry, looked up): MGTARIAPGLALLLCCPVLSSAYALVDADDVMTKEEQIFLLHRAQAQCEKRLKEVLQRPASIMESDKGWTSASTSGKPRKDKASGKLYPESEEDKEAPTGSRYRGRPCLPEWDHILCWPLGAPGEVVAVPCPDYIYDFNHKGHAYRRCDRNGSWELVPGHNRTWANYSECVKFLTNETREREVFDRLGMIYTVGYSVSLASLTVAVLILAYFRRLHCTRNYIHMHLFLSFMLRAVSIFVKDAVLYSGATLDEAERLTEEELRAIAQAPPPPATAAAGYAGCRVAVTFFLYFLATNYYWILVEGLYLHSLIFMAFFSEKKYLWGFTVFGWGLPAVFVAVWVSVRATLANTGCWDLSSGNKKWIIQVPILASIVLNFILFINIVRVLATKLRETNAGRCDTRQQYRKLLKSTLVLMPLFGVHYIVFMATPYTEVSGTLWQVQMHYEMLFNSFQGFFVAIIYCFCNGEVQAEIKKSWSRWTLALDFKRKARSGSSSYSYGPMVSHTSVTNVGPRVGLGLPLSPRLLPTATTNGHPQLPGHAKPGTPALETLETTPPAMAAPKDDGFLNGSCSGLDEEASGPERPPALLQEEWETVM
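HEK-293-derived GP2 cells expressing PTHR1 and a GloSensor cAMP reporter, 3,000/well, plated overnight, given luciferin plus IBMX (each 0.5 mM as added) for 1 h at 37 °C, then compound for 1 h at 37 °C. Luminescence was read after 15 min at room temperature.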
D3 ag = agonists of human D3 dopamine receptor; 410,000 tested, 0.58% active; max activation, %; D3R DiscoveRx beta-arrestin cells, luminescence, 90 min; P35462; in the data active = max activation above about 30%; note: 0% is about no effect; mostly tested at two doses, the higher about 12 µM
Target sequence (P35462 whole entry, looked up): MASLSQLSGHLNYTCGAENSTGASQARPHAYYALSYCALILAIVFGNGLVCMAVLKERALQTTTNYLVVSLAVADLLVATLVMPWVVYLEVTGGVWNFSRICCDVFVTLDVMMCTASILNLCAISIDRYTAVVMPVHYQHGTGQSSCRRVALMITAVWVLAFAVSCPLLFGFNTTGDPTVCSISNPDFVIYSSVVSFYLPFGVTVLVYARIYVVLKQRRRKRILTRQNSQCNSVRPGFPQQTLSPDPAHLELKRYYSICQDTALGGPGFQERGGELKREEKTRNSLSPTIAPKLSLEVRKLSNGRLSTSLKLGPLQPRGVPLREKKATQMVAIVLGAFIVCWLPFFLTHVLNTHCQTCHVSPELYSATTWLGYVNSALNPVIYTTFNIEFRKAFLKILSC
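Agonist-mode cell screen: cells plated at 1500/well and incubated overnight at 37 °C, then exposed to library compounds for 90 min at 37 °C. Detection reagent was added for 30–60 min at room temperature, and luminescence was read.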
DRD3 antagonist = D3 dopamine receptor (human) antagonism | max response, negative = inhibition, % | 360,000 tested, 2.5% active | D3R cells, DiscoveRx beta-arrestin luminescence, antagonist mode; stronger effect = lower value | P35462; in the data active = max response below about -50%; inconclusive = no clear call, values can overlap the other calls; note: % is set by controls: 0 for no effect and ±100 for the full control effect; mostly tested at two doses, the higher about 12 µM
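Cells expressing the human receptor were seeded at 1500 cells/well, incubated overnight at 37 degrees C in 5% CO2, then exposed to library compounds with dopamine controls for 90 minutes at 37 degrees C before luminescent detection.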
CCT modulator = changes cytosolic chaperonin activity. purified chaperonin ATPase assay, HTRF ADP detection, 30 min. AID 651819. activity change, % (test concentration not listed), hits read low. 360,000 tested, 0.3% active; in the data active = activity change below about -30%; note: % is set by controls: 0 for no effect and ±100 for the full control effect
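First, chaperonin was dispensed at 40 nM or 20 nM final depending on batch activity. Next, compounds were pinned at 76 uM and ATP added at 10 uM. After 30 min at 37 °C, ADP detection reagents ran 30 min at ambient temperature.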
EPAC2 antagonist = antagonists of human EPAC2. EPAC2 GEF exchange of Rap1B-BODIPY-GDP, fluorescence. Potency, µM (series often up to 114 µM), for the others: top-dose activity, negative = inhibition, usual class: inhibitors. 360,000 tested, 0.18% active. AID 720708; note: potency is the fitted concentration of half-maximal effect; % is set by controls: 0 for no effect and ±100 for the full control effect; nearly all actives have a fitted effect of over 45% in size; many of its hits are not listed in these tables
* marks the source's active call; other numbers are inactive results; i = inactive; ? = inconclusive; · = not tested or not shown; [ ] = remark or other dose. Unless noted, calls come from the whole dose curve; as a rule, active = well fitted curve in the direction sought with a large enough effect; inconclusive = small, poorly fitted or top-dose-only effect, or another doubt; inactive = no such curve, though single readings can be large; an effect the other way counts as inactive or inconclusive. These rows are one share of the data, so the mix of outcomes need not match the whole.

Order of values – EPAC2 ag, MmCpn inh, pAkt inh, PTHR1 ag, D3 ag, DRD3 antagonist, CCT modulator, EPAC2 antagonist
CCc1ccccc1CC1CN(Cc2ccccc2)Cc2ccccc2N1c1ccc(OC)cc1 (stereo not drawn)
  4%, ·, i, -35%[inhibitor], 2, 11, ·, 4%
Cc1ccc(N(CC(=O)NCc2ccccc2Cl)S(=O)(=O)c2c(C)noc2C)cc1
  -6%, -1%, i, i, 12, -24, 0.4, -3%
C(=N\Nc1nc(N2CCCC2)nc(N2CCCC2)n1)/c1ccncc1
  9%, 0%, i, -8%, 0, 9, -1.1, 0%
COc1ccc(-c2sc3ccc(N4CCOCC4)cc3c2C#CC(C)(C)O)cc1
  10%, -14%, i, -23%, 13, 0, 0.9, -15%
O=C(c1cc2nc(-c3cccs3)cc(C(F)(F)F)n2n1)N1CCCc2ccccc21
  13%, -1%, i, -11%[57.5 µM], -3, ?, -1.7, -3%
CCOc1cc(C2c3c(oc4ccccc4c3=O)C(=O)N2c2nccs2)ccc1O (stereo not drawn)
  1%, 1%, i, 7%, -11, 1, 2.1, 7%
CCN(c1ccccc1)S(=O)(=O)c1ccc(F)cc1
  -6%, 0%, i, i, 1, -53*, -1.4, 1%
COC(=O)NC(=S)N1CCOCC1
  11%, 0%, i, 0%, 12, -12, -12, 8%
Cc1ccc(S(=O)(=O)N2CC=C(c3c(C)n(C)c4ccccc34)CC2)cc1
  10%, -2%, i, -15%, -11, -18, 0.9, -12%
O=C1CC(c2ccccc2)n2ncnc2N1 (stereo not drawn)
  -5%, -1%, i, i, 20, 6, 0.3, 6%
Cc1cc(=O)[nH]c(SCC(=O)Nc2ccccc2C)n1
  7%, -3%, i, i, 2, 6, -3.0, 6%
Cc1ccc(-c2csc(NC(=O)c3ccc(C)o3)n2)cc1
  13%, -4%, i, i, -7, ?, -2.4, -1%
C[C@H]1CN(c2ccc(Br)cc2)C(=O)[C@@H]1CC(=O)Nc1ccc(Br)cc1
  3%, ·, i, -43%[inhibitor], 3, 0, 1.2, -2%
O=C(NCCN1CCOCC1)c1ccc2ccccc2n1
  2%, 1%, i, -4%[57.5 µM], -63, ?, -0.9, -6%
COc1ccccc1CN1CC(C(=O)N(C)Cc2[nH]c3ccccc3c2C)CCC1=O (stereo not drawn)
  10%, 1%, i, -21%, 8, 7, 2.2, 10%
CN(C)c1ccc(CNS(=O)(=O)c2ccc3c(c2)C(C)(C)C(=O)N3C)cc1
  2%, 3%, i, i, -6, -19, 0.2, 8%
Cc1ccc(/C(O)=C2\C(=O)C(=O)N(c3cc(C)on3)C2c2cccc(Br)c2)cc1 (stereo not drawn)
  -30%[inhibitor], 2%, i, 15%[57.5 µM], 4, 2, -5.6, -8%
CN1CCN(S(=O)(=O)c2cccc(C(=O)Nc3cc(Cl)ccc3N3CCOCC3)c2)CC1
  4%, -1%, i, i, 6, -4, -2.9, -4%
COC(=O)c1cc(S(=O)(=O)N2CCCC2)c(Cl)cc1Cl
  4%, -1%, i, -21%, 2, 1, 2.9, -3%
Cc1cc(C2=NNC(=NCc3ccccc3)SC2)c(C)n1-c1c(C)n(C)n(-c2ccccc2)c1=O
  5%, -2%, i, i, 2, 5, 2.1, 6%
c1cn2c(NC3CCCC3)c(-c3ccc(N4CCOCC4)cc3)nc2cn1
  7%, -2%, i, -7%, 13, 8, -2.2, -6%
COc1ccc(NC(=O)Cc2ccsc2)cc1S(=O)(=O)N1CCCCC1
  2%, 0%, i, i, 5, -20, -1.0, -4%
COC(=O)C1=C(C)N=C2SC(C#N)=C(N)N2C1c1ccc(OCc2ccccc2)cc1 (stereo not drawn)
  11%, 2%, i, ?, 3, -9, 0.5, -4%
N#CCCN(C(=O)Nc1ccc(Cl)c(Cl)c1)C1CCCCC1
  5%, ·, i, -37%[inhibitor], 3, 12, 1.1, -21%
CC1(Cc2ccccc2Cl)C(=O)Nc2ccc(OC(F)(F)F)cc21 (stereo not drawn)
  -3%, ·, i, -13%, 3, -1, -2.8, ?
COc1ccc(/C=C(\NC(=O)c2ccc(OC)c(OC)c2)C(=O)NCCc2c[nH]c3ccccc23)cc1
  3%, 1%, i, 7%[57.5 µM], -7, -7, -3.5, -18%
Cc1ccccc1NS(=O)(=O)c1ccc(NC(=O)c2nc3ncccn3n2)cc1
  8%, -1%, i, -24%[57.5 µM], 0, 14, 0.7, 3%
O=C(Nc1ccc(Cl)cc1Cl)c1ccc(-c2ccccc2)cc1
  14%, -3%, i, i, 5, -24, -9.1, -8%
N=c1c2c(ncn1CCCO)Oc1cc(O)ccc1C2c1ccccc1 (stereo not drawn)
  6%, -1%, i, -7%, 5, 36, -0.1, 8%
CCC(=O)c1ccc(OCC(=O)OCC(=O)NCc2cccs2)cc1
  3%, 1%, i, i, 3, 5, -0.2, -8%

Continued.
Order of values – EPAC2 ag, MmCpn inh, pAkt inh, PTHR1 ag, D3 ag, DRD3 antagonist, CCT modulator, EPAC2 antagonist
Cc1ccc(Cl)cc1N1CCN(S(=O)(=O)c2ccc(-c3ccc(=O)[nH]n3)o2)CC1
  7%, -2%, i, -25%, -8, -12, 2.3, 10%
COc1ccc(/C=C/c2nnc(NC(=O)CC(C)C)s2)cc1
  6%, 1%, i, 0%, 6, -2, -1.9, 1%
COc1ccccc1/C=C/CN1CCCC(CCC(=O)NCc2ccccc2F)C1 (stereo not drawn)
  1%, 0%, i, i, -18, ?, -0.2, -5%
COC(=O)c1ccc(Cl)c(NS(=O)(=O)c2ccc3c(c2)OCCO3)c1
  5%, -2%, i, -20%, -7, ?, -2.7, -3%
COC(=O)Nc1ccc(S(=O)(=O)N2CCC(C(=O)NCc3ccc4c(c3)OCO4)CC2)cc1
  12%, 1%, i, -14%, 4, 5, -2.3, -3%
CCC(Sc1ccc(Cl)cc1)C(=O)Nc1nnc(-c2cccc([N+](=O)[O-])c2)s1 (stereo not drawn)
  20%, -1%, i, -1%, 5, 43, -2.5, -13%
Cc1ccnc(NC(=O)Nc2ccc(Br)cc2Cl)c1
  7%, -3%, i, -77%[inhibitor], -14, -54*, -2.1, 24%
COc1cccc(N2C(=O)CC(c3c[nH]c4ccccc34)C2=O)c1 (stereo not drawn)
  2%, -4%[15.4 µM], -102%*, i, 0, -14, -1.5, -2%
Cc1onc(-c2ccccc2)c1-c1nnc(CN2CCN(S(=O)(=O)c3ccccc3)CC2)o1
  10%, -3%, i, -61%[inhibitor], 3, 30, 1.5, -4%
COc1cccc(C(=O)/C=C/Nc2ccc(S(=O)(=O)Nc3cc(OC)nc(OC)n3)cc2)c1
  7%, -17%, i, -34%[inhibitor], -8, -1, -0.5, 0%
COc1ccc(C2SCC(=O)N2c2c(C)n(C)n(-c3ccccc3)c2=O)cc1 (stereo not drawn)
  -20%, 1%, i, i, 2, 10, -2.0, 0%[57.1 µM]
CCOc1cc(CN2CCN(c3ncccn3)CC2)ccc1OC
  3%, 1%, i, i, 9, ?, -18, -1%
CCOC(=O)C1CCCN(C(=O)c2cccc(S(=O)(=O)N3CC(C)OC(C)C3)c2)C1 (stereo not drawn)
  14%, 2%, i, i, 4, 2, 0.3, 11%
COc1ccc(-c2c(-c3cc(OC)cc(OC)c3)n(C)c3ccc(-c4ccn[nH]4)cc23)cc1
  14%, -20%, i, -10%, 14, 0, -0.7, -4%
COCC1CCCN(C(=O)c2cc(COc3cncc(Cl)c3)on2)C1 (stereo not drawn)
  12%, 1%, i, -69%[inhibitor], 1, -9, -3.0, 14%
CC(=O)Oc1ccc(C(=O)[C@H]2[C@H]3C(=O)N(c4ccc5ccccc5c4)C(=O)[C@H]3[C@@H]3C=CC=NN32)cc1
  13%, -2%, i, -17%, -3, 1, -0.6, 3%
Cc1nn(CCC#N)c(NC(=O)c2ccc(Cl)cc2)c1P(=O)(Nc1ccc([N+](=O)[O-])cc1)N1CCOCC1 (stereo not drawn)
  17%, 1%, i, -28%, -1, -16, -0.2, -6%
COc1cc(/C=C2\C(C)=C(C#N)c3nc(N)c(C#N)c(C)c32)ccc1OCC(=O)O
  4%, -4%, i, i, 1, 4, -2.3, -14%
Cc1ccc(S(=O)(=O)N(C)CC(=O)N2CCCC2)cc1
  2%, 0%, i, -19%, -4, -23, -0.3, 13%
Cc1cc(C)n2cc(CSCc3ccccc3)nc2n1
  16%, -3%, i, -4%, -7, -25, -1.1, -10%
O=C(Nc1cccc(S(=O)(=O)N2CCCC2)c1)c1cc(-c2ccccn2)nc2ccccc12
  8%, -11%, i, -27%, 5, -10, -0.6, -21%
Cc1ccccc1NC(=O)c1ccc(F)c(S(=O)(=O)N2CCCCC2)c1
  1%, 1%, i, -13%, 2, -4, -1.2, 0%
COc1ccc(-c2csc(N3CCN(C(=O)c4ccccc4)CC3)n2)cc1
  16%, 0%, i, i, 19, 42, 0.2, -3%
Cn1c(COc2ccccc2)nnc1SCC(=O)Nc1ccc(N2CCOCC2)cc1
  6%, 0%, i, -1%, 3, -4, -1.7, 2%
CC(C)=CCN1CCN(Cc2ccc(N3CCNC3=O)cc2)CC1CCO (stereo not drawn)
  4%, 1%, i, -24%, 4, -10, -0.8, 0%

Two of the compounds above, field by field:
> Cc1cc(C2=NNC(=NCc3ccccc3)SC2)c(C)n1-c1c(C)n(C)n(-c2ccccc2)c1=O
  EPAC2 ag = 5% | MmCpn inh = -2% | pAkt inh = i | PTHR1 ag = i | D3 ag = 2 | DRD3 antagonist = 5 | CCT modulator = 2.1 | EPAC2 antagonist = 6%
> c1cn2c(NC3CCCC3)c(-c3ccc(N4CCOCC4)cc3)nc2cn1
  EPAC2 ag = 7% | MmCpn inh = -2% | pAkt inh = i | PTHR1 ag = -7% | D3 ag = 13 | DRD3 antagonist = 8 | CCT modulator = -2.2 | EPAC2 antagonist = -6%
